Assay outcomes as filed in PubChem.
aSyn yeast inh – alpha-synuclein toxicity inhibition in yeast; Yeast expressing alpha-synuclein, growth rescue, BacTiter-Glo, 24 h; Potency, µM (titrated, usually from 46.1 µM), for inactives: at the top dose growth rescue (activation), usual class: activators; 370,000 tested, 0.14% active; AID 652106; note: % of control where 0% means no effect; nearly all actives have a fitted effect of over 65% in size
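Readout is rescue of growth in alpha-synuclein-expressing yeast, so inhibitors of toxicity appear as activators. Growth after 24 hr at 30 deg C in galactose medium is quantified by luminescence.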
EPAC1 antagonist – antagonists of human EPAC1 | 360,000 tested, 0.14% active | EPAC1 GEF assay, Rap1b-BODIPY-GDP exchange fluorescence | O95398 | AID 720709 | Potency, µM (series often up to 115 µM), for the others: top-dose activity change, negative = inhibition, usual class: inhibitors;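 note: plate controls were vehicle for no effect and positive control for full effect; nearly all actives have a fitted effect of over 50% in size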
EPAC2 ag – EPAC2 (human) agonism; Q8WZA2; EPAC2 activation, biochemical qHTS; response scale: 100% = 6.5 mM cAMP response; Potency, µM (titrated, usually from 154 µM), inactives show at the highest dose activation, usual class: activators; 360,000 tested, 0.079% active; AID 720711; note: nearly all actives have a fitted effect of over 50% in size
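Compounds were titrated in qHTS against a Rap1B-BODIPY-GDP (250 nM) complex with EPAC2 (100 nM) and GDP (50 uM). BODIPY-GDP release tracked at 480/540 nm over 30 min at room temperature, normalized to 6.5 mM cAMP.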
EPAC2 antagonist – blocks human EPAC2 exchange factor; Q8WZA2; EPAC2 GEF exchange of Rap1B-BODIPY-GDP, fluorescence; Potency, µM (highest dose often 114 µM), inactives show at the top dose activity, negative = inhibition, most hits filed as inhibitors; 360,000 tested, 0.18% active; note: % is set by controls: 0 for no effect and ±100 for the full control effect; nearly all actives have a fitted effect of over 45% in size; many of its hits are not listed in these tables
TDP43 rescue – inhibitors of TDP-43 toxicity in yeast; TDP-43 expressing yeast growth rescue, BacTiter-Glo, 24 h; Potency, µM (titrated, usually from 46.1 µM), inactives show top-dose growth rescue (activation), hits mostly activators; 410,000 tested, 1.8% active; AID 652104; note: % of control where 0% means no effect; nearly all actives have a fitted effect of over 50% in size
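Yeast expressing TDP-43 (pregrown in raffinose, seeded at OD600=0.02 in galactose medium) exposed to compounds 24 hr at 30 deg C. Growth read by BacTiter-Glo luminescence; rescue of toxicity appears as increased signal.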
PTHR1 ag – activates the human parathyroid hormone receptor PTHR1; Q03431; HEK293 GP2 PTHR1 cells, GloSensor cAMP luminescence, 1 h; Potency, µM (doses to about 115 µM), without a hit: at the highest dose activation, usual class: activators; 410,000 tested, 0.075% active; note: nearly all actives have a fitted effect of over 55% in size; some results filed as inactive show a strong effect at the top dose; inactives centre near -15; many of its hits are not listed in these tables
Target sequence (Q03431 whole entry, looked up): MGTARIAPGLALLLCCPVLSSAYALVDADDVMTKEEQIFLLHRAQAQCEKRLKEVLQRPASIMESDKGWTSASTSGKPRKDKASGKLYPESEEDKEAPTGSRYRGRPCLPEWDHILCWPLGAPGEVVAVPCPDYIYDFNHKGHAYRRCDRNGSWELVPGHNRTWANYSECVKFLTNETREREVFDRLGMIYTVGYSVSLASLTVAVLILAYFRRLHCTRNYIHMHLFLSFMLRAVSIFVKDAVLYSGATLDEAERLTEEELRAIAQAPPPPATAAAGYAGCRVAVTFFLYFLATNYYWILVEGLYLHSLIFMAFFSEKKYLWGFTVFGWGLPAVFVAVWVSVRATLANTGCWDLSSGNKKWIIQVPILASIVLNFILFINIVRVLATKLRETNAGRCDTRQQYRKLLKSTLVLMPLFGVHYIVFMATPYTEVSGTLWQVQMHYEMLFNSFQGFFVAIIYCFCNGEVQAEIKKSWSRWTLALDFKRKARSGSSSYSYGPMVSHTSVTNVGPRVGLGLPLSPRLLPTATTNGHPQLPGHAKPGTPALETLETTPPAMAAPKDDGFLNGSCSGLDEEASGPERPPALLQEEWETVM
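HEK-293-derived GP2 cells expressing PTHR1 and a GloSensor cAMP reporter, 3,000/well, plated overnight, given luciferin plus IBMX (each 0.5 mM as added) for 1 h at 37 °C, then compound for 1 h at 37 °C. Luminescence was read after 15 min at room temperature.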
EPAC1 ag – activates human EPAC1 exchange factor; Potency, µM (doses to about 154 µM), for the others: at the highest dose activation, hits mostly activators; EPAC1 agonist qHTS, biochemical assay; response scale: 100% = response to 6.5 mM cAMP; 360,000 tested, 0.073% active; O95398; note: nearly all actives have a fitted effect of over 60% in size
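Multi-concentration qHTS readout: loss of Rap1B-bound BODIPY-GDP fluorescence driven by 100 nM EPAC1 with excess GDP (50 uM), monitored kinetically at room temperature; agonist response expressed relative to 6.5 mM cAMP.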
FUS yeast rescue – suppressors of FUS proteinopathy in yeast. Potency, µM (titrated, usually from 76.6 µM), for the others: at the highest dose growth rescue (activation), hits mostly activators. AID 1347120. S. cerevisiae FUS-expressing, growth rescue, OD600, 24 h. 390,000 tested, 0.24% active;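 note: plate controls were DMSO vehicle for no effect and reference control for full effect; nearly all actives have a fitted effect of over 55% in size; some results filed as inactive show a strong effect at the top dose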
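S. cerevisiae expressing FUS from galactose induction served as the toxicity model. Growth after 24hr at 30C, read as absorbance at 600 nm, indicates suppression of toxicity; compounds dosed at several concentrations.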
Numbers without * were called inactive; i = inactive; u = inconclusive; x = no result given; [ ] = dose if it differs, or a comment. Calls come from the whole dose curve; as a rule, active = well fitted curve in the direction sought with a large enough effect; inconclusive = small, poorly fitted or top-dose-only effect, or another doubt; inactive = no such curve, though single readings can be large; an effect the other way counts as inactive or inconclusive. Potency is the fitted concentration of half-maximal effect. Some of the compounds tested; the hit share may differ from the screen's.

Molecule,aSyn yeast inh,EPAC1 antagonist,EPAC2 ag,EPAC2 antagonist,TDP43 rescue,PTHR1 ag,EPAC1 ag,FUS yeast rescue
OC(CNCC1(N2CCCCC2)CCCCC1)COc1ccc(Cl)cc1Cl (centres undefined),3%,-3%,-5%,-25%,1%,-20%,5%,5%
CCCCCc1ccc(-c2ccc(/C=C/C(N)=O)cc2)nc1,8%,2%,13%,5%,7%,i,14%,-4%
CCN(CCCNC(=O)CCCn1c(=O)[nH]c2ccccc2c1=O)c1cccc(C)c1,-3%,-7%,-5%,3%,3%,-17%[57.5 µM],0%,1%
COc1cc([N+](=O)[O-])ccc1NC(=O)CCCOc1cc(C)ccc1C,-17%,13%,1%,6%,7%,i,3%,-14%
CCOc1cc(/C=C/c2ccc3cccc([N+](=O)[O-])c3n2)ccc1O,2%,0%,4%,-7%,16µM*,i,9%,x
Cc1cc(CN2CCCC(CNC(=O)c3ccc(F)cc3)C2)cc(C)c1O (centres undefined),-5%,u,2%,5%,4%,u,-1%,-7%
CC(=O)Oc1ccc(C(=O)Nc2ccc3c(c2)C(=O)N(CCC(=O)O)C3=O)cc1,3%,8%,7%,5%,-12%,i,-3%,13%
O=C(Nc1ccc(C(=O)N2CCC(N3CCCC3)CC2)cc1)c1ccc(Br)o1,-2%,6%,7%,4%,12%,i,-16%,19%
O=c1cc(NCc2ccco2)[nH]c(=O)n1-c1ccc(Br)cc1,0%,5%,4%,0%,-19%,19%,11%,u
CC(C)Cc1nc2c(nnn2Cc2ccccc2F)c(=O)[nH]1,-6%,-6%,13%,2%,6%,i,6%,-16%
O=C(O)c1ccccc1C(=O)N1N=C2/C(=C/c3cccc([N+](=O)[O-])c3)CCCC2C1c1cccc([N+](=O)[O-])c1 (centres undefined),1%,-26%,-1%,-3%,-13%,-25%,7%,25µM*
C/C(=N\NC(=O)c1ccccc1O)c1cccs1,-18%,-7%,5%,-8%,9%,-29%,17%,11%
Cc1ccc(CN2CC(C(=O)N3CC(C)CC(C)C3)CC2=O)cc1 (centres undefined),3%,-16%,9%,14%,-27%,-3%,3%,10%
O=C(COC(=O)Cc1n[nH]c(=O)c2ccccc12)NNC(=O)c1ccc(Br)cc1,-1%,-2%,1%,5%,-2%,-5%,2%,3%
OC(CCCCN1CCCCC1)c1ccccc1 (centres undefined),-4%,11%,-5%,5%,-22%,i,2%,-9%
Cc1ccc(-c2cc(C(=O)NN3CCOCC3)c3cc(Br)ccc3n2)o1,-1%,6%,3%,6%,-21%,-8%,0%,42%
O=C(CN(Cc1cccs1)C(=O)CNS(=O)(=O)c1ccc(Cl)cc1)NCc1ccco1,-1%,0%,-5%,19%,0%,-6%[57.5 µM],-3%,17%
CC(C)=C1C2CCC1C(C(=O)Nc1cc(C)cc(C)c1)C2C(=O)O (centres undefined),1%,-10%,8%,-2%,19%,-11%,2%,5%
O=C(/C=C/c1ccco1)NCc1ccccn1,-3%,-27%,4%,7%,-8%,i,2%,11%
C=CCn1c(-c2ccc(OC)cc2)nc2nc3ccccc3nc21,7%,-3%,4%,0%,u,-13%[57.5 µM],6%,1%
COC(=O)c1ccccc1NC(=O)CN1CCN(Cc2ccccc2)CC1,0%,5%,-1%,-4%,9%,i,5%,-18%
COc1ccc2nc(NC(=O)Cn3cnc4ccccc4c3=O)sc2c1,-2%,6%,10%,10%,-12%,-10%,-3%,-13%
CC(C)(C)Nc1c(C2CCNCC2)nc2c(OCc3ccccc3)cccn12,7%,14%,1%,6%,22%,-18%,-7%,-30%
C=CCN(C(=O)c1csnn1)C(C(=O)NCc1ccc(F)cc1)c1ccc(F)cc1 (centres undefined),8%,-7%,0%,-8%,-1%,i,-7%,12%
CCOC(=O)C1CCCN(C(=O)c2ccc(S(=O)(=O)N3CCCC3)cc2)C1 (centres undefined),2%,6%,-4%,-4%,6%,-28%,-3%,11%
CC(C)(C)c1cc(C(=O)NCc2cccnc2)ccn1,2%,-2%,6%,0%,-7%,-10%,7%,5%
CCCCCC(=O)N1C[C@H](O)[C@@H](n2cc(C3CC3)nn2)C[C@@H]1c1ccc(OC)cc1,-3%,7%,8%,14%,2%,-6%,-13%,6%
O=C(Cn1cncn1)N/N=C/c1ccc(Cl)cc1,1%,9%,8%,-1%,-2%,i,5%,-19%
COc1ccc(OCCNC(=O)c2ccccc2OCC(=O)Nc2ccc(NC(C)=O)cc2)cc1,-7%,-16%,10%,1%,3%,-23%,-12%,26%
CCOC(=O)c1cc2c(n(-c3ccccc3)c1=O)CC(C)(C)CC2=O,-1%,5%,2%,21%,-17%,-1%[57.5 µM],-9%,21%

Shown field by field: entries from further up.
smiles: O=c1cc(NCc2ccco2)[nH]c(=O)n1-c1ccc(Br)cc1
  aSyn yeast inh: 0% | EPAC1 antagonist: 5% | EPAC2 ag: 4% | EPAC2 antagonist: 0% | TDP43 rescue: -19% | PTHR1 ag: 19% | EPAC1 ag: 11% | FUS yeast rescue: u

smiles: COC(=O)c1ccccc1NC(=O)CN1CCN(Cc2ccccc2)CC1
  aSyn yeast inh: 0% | EPAC1 antagonist: 5% | EPAC2 ag: -1% | EPAC2 antagonist: -4% | TDP43 rescue: 9% | PTHR1 ag: i | EPAC1 ag: 5% | FUS yeast rescue: -18%

(listing goes on)
Molecule,aSyn yeast inh,EPAC1 antagonist,EPAC2 ag,EPAC2 antagonist,TDP43 rescue,PTHR1 ag,EPAC1 ag,FUS yeast rescue
CC1CCCN(S(=O)(=O)c2ccc(-c3ccc(=O)[nH]n3)o2)C1 (centres undefined),-4%,4%,-3%,-3%,0%,i,-10%,-1%
CCn1c(CNc2ccc(Cl)cc2)nnc1SCC#N,0%,-2%,5%,-13%,20%,i,5%,-20%
CCCCCCCCN1C(=O)[C@H](CC(=O)NCC2CCCCC2)C[C@@]2(C(=O)OCC)CCC=C12,-7%,-12%,-11%,-19%,3%,-7%,-16%,u
COc1cc(C(O)c2nc(-c3cccc(C(F)(F)F)c3)cs2)ccc1F (centres undefined),-38%[inhibitor],-27%,5%,-11%,-71%[inhibitor],i,-4%,34%
O=C(Cc1ccccc1F)NCC1(N2CCOCC2)CCCCC1,1%,2%,1%,1%,5%,i,4%,16%
COc1ccc(CCNC(=O)C(=O)Nc2ccc3c(c2)OCCO3)cc1OC,-3%,-15%,-1%,2%,0%,-18%,-2%,-38%
COC(=O)c1cc2occc2n1Cc1ccc(Cl)cc1,-4%,-7%,16%,-13%,-12%,i,14%,-6%
COC(=O)c1ccc(NCc2cc(O)ccc2O)cc1O,0%,-3%,7%,-1%,25%,i,-4%,x
CCN1C(=O)/C(=C\N2CCCCCC2)SC1=S,21%,-5%,4%,0%,u,-24%[57.5 µM],6%,-5%
CC(=O)N1CCc2cc(S(=O)(=O)C(C)CC(=O)Nc3ccc(OC(F)(F)F)cc3)ccc21 (centres undefined),1%,0%,-12%,-16%,7%,-25%,-7%,34%
CCCc1noc2c1/C(=N\O)CC(c1ccccc1)C2 (centres undefined),0%,4%,8%,10%,10%,i,-7%,-13%
Cc1ccc(C(=O)Nc2ccc3cn[nH]c3c2)cc1S(=O)(=O)N1CCOCC1,-4%,-21%,10%,5%,12%,-21%,9%,3%
Cc1ccc(NC(=O)n2ccc(-c3ccc(-n4ccnc4)cc3)n2)cc1,-2%,3%,-1%,3%,30%,i,-1%,6%
COc1cccc2c(=O)n(CC(=O)Nc3ccc(F)cc3F)ccc12,0%,-8%,1%,0%,0%,i,-9%,3%
CCOC(=O)CN(C(=O)CNC(=O)c1cccs1)C(C(=O)NC1CCCC1)c1ccncc1 (centres undefined),3%,1%,8%,2%,17%,i,1%,-31%
CCNC(=O)C1(C)CCN(C(=O)c2ccc3ccccc3c2)C1 (centres undefined),0%,5%,11%,6%,19%,i,8%,-18%
N/C(=N\N=C\c1ccco1)SC1CC(=O)N(c2ccc(C(=O)O)cc2)C1=O (centres undefined),1%,-2%,4%,-1%,-8%,-2%,5%,17%
CC(=O)Nc1ccc(NC(=O)CSc2nnc(CC(C)O)n2-c2ccccc2)cc1 (centres undefined),-5%,-20%,12%,10%,8%,i,-1%,-24%
CC(C)OCC(O)CCc1n[nH]c(=S)n1-c1ccccc1 (centres undefined),0%,-4%,12%,13%,-23%,-5%,-2%,x
CC1CC(CC(C)C(=O)Nc2nncs2)C(=O)O1 (centres undefined),2%,0%,4%,-5%,-7%,-1%[57.5 µM],0%,8%
Brc1csc(C=Nc2ccc3c(c2)OCCOCCOCCOCCO3)c1,2%,-8%,-2%,-4%,-25%,i,6%,18%
O=C(NNC(=O)c1sccc1-n1cccc1)Nc1ccccc1,-2%,8%,25%,13%,-2%,13%,-1%,23%
O=C(CCc1nnc2ccc(NCc3ccccc3Cl)nn12)NC1CCCCC1,1%,-4%,-11%,8%,-12%,i,-8%,7%
Cc1cc(-c2ccccc2)cc(=O)[nH]1,5%,4%,0%,8%,24%,i,-3%,x
S=c1[nH]nc([C@@H]2C[C@H]2c2ccccc2)n1-c1ccccc1,-4%,27%,1%,10%,26%,8%,-7%,10%
Cc1noc(C)c1COC(=O)CCc1nc2ccccc2s1,-1%,3%,-1%,13%,-17%,-7%[57.5 µM],0%,11%
COCCNC(=O)COC(=O)/C=C/c1c(C)nn(Cc2ccc(Cl)cc2Cl)c1Cl,-1%,-10%,-8%,-4%,8%,-13%[57.5 µM],-12%,33%
O=C(NCC1CCCN1S(=O)(=O)c1cccs1)c1ccc(F)c(F)c1 (centres undefined),0%,10%,3%,5%,5%,-22%,7%,11%
CC(=O)N1CCN(S(=O)(=O)c2cccc(C(=O)N(Cc3ccccc3)c3ccc(C)cc3)c2)CC1,-5%,3%,7%,20%,-8%,-25%,0%,25%
COc1ccc(C(=O)N(C)Cc2cnn(Cc3ccccc3)c2)cc1S(=O)(=O)N1CCOCC1,8%,-5%,3%,5%,1%,-20%,0%,-2%
O=C(CSc1nc2[nH]c(=O)cc(O)c2s1)Nc1cc(Cl)cc(Cl)c1,2%,-15%,-7%,-4%,0%,i,14%,-15%

Part of the list above, reformatted:
Values in the order – aSyn yeast inh, EPAC1 antagonist, EPAC2 ag, EPAC2 antagonist, TDP43 rescue, PTHR1 ag, EPAC1 ag, FUS yeast rescue
- CCCc1noc2c1/C(=N\O)CC(c1ccccc1)C2 (centres undefined)
  0%, 4%, 8%, 10%, 10%, i, -7%, -13%
- Cc1ccc(C(=O)Nc2ccc3cn[nH]c3c2)cc1S(=O)(=O)N1CCOCC1
  -4%, -21%, 10%, 5%, 12%, -21%, 9%, 3%
